Screening data deposited in PubChem BioAssay by Johns Hopkins Ion Channel Center.
CHT block – inhibitors of human choline transporter CHT | High affinity choline transporter 1 (Homo sapiens), Q9GZV3 | CHT-expressing cells, membrane potential dye, choline response; active compounds read low | B-score at 10 µM | 310,000 compounds, 0.86% hits | AID 488975, 2010;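 active = B-score over 3 SD under the library average, and starting fluorescence ratio not unusually high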;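 note: choline stimulus applied at its EC90 after an EC20 pre-addition; B-score computed on integrated fluorescence ratio after choline addition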
Target sequence (Q9GZV3 whole entry, looked up): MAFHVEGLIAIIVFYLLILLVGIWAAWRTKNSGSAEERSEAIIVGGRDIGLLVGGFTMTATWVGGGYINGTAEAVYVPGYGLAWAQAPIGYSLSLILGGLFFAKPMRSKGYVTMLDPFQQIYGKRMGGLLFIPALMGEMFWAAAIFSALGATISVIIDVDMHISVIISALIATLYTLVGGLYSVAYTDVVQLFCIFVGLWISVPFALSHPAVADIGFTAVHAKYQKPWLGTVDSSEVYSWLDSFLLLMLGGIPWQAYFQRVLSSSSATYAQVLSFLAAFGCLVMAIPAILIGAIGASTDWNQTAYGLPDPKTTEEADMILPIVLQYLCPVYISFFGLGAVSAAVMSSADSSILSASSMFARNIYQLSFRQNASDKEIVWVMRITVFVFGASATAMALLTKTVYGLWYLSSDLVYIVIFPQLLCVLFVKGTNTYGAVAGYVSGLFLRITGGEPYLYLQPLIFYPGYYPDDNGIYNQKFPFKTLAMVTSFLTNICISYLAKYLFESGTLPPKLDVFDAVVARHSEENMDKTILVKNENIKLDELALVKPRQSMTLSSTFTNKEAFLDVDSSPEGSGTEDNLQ
Kir21 inh – inhibitors of mouse Kir2.1 inward-rectifier potassium channel; Inward rectifier potassium channel 2 (Mus musculus), P35561; HEK293-Kir2.1, FluxOR thallium flux fluorescence; active compounds read low; B-score at 10 µM; 310,000 compounds, 0.85% hits;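 active = fluorescence ratio B-score at or below minus 3 SD of library scores, with starting-brightness B-score within 2 SD, cut at about -4.2 in these data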;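 note: channel flux triggered by added potassium and thallium sulfate stimulus; B-score of peak minus minimum fluorescence over baseline after thallium stimulus; more negative B-score means stronger Kir2.1 block with less thallium influx; some compounds called inactive have numbers as strong as hits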
Target sequence (P35561 whole entry, looked up): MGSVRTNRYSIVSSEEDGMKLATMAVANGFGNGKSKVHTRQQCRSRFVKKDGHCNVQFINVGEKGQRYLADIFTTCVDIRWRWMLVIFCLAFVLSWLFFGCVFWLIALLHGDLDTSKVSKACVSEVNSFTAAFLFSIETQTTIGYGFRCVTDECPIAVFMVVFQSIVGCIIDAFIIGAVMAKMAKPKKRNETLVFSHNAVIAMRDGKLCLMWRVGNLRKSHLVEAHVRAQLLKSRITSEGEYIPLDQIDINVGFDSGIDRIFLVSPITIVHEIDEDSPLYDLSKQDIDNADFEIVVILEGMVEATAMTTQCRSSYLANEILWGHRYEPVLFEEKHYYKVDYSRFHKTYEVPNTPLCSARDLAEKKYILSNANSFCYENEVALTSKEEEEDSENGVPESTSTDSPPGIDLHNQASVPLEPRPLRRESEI
* hit, by the source's call; i = inactive; / = not tested or not shown. Random draw from the library, and some 1.6% of all compounds hit somewhere here.

Value order – CHT block, Kir21 inh
- CCCCOC(=O)Nc1nnc(SCCOc2ccc(C)cc2)s1
  i, 0.7
- Cn1nnnc1SCC(=O)Nc1ccccc1-c1ccccc1
  i, 0.78
- Cc1ccc(CNC(=O)CCNS(=O)(=O)c2cccc3nsnc23)cc1
  i, 0.28
- CCn1ncc([N+](=O)[O-])c1C(=O)Nc1ccc(C)c(C)c1
  i, -0.85
- O=C(O)C1C2CCCCC2=C2CCCCC2C1C(=O)c1ccccc1 (stereo not given)
  i, 2.4
- CNC(=S)NNC(=O)c1oc2nc(-c3ccccc3)cc(-c3ccco3)c2c1N
  i, 1.1
- COc1ccc(NC(=O)CN(C)CC(=O)Nc2sc3c(c2C(N)=O)CCC3)cc1
  i, 0.11
- BrC(=C\c1ccccc1)/C=N/N1CCN(Cc2ccccc2)CC1
  i, -0.19
- O=c1nc2sc3ccccc3n2c(=O)n1-c1ccc(Cl)cc1
  i, -0.59
- CNC(=S)N(Cc1ccco1)Cc1cc2cc(OC)ccc2[nH]c1=O
  i, 1.6
- Cc1ccc(NC(=O)CCSc2nnnn2-c2ccc3c(c2)OCO3)cc1C
  i, 1.1
- CC(=O)c1c(C)[nH]c(C(=O)NCc2ccccc2Cl)c1C
  i, -0.13
- CC1(C)Cc2c(sc3nc(C4CC4)n(N)c(=O)c23)CO1
  i, 0.46
- O=C(CSc1nnc(NC2CCCCC2)s1)NCc1ccco1
  i, -1.2
- CC(C)CNC(=O)COC(=O)c1ccc([N+](=O)[O-])cc1Cl
  i, 1
- COc1ccc(C2/C(=C(/O)c3ccc(F)cc3)C(=O)C(=O)N2c2ccccn2)cc1OC (stereo not given)
  i, -1.3
- Nc1nonc1-n1nnc(C(=O)N/N=C/c2cccc(Cl)c2)c1-c1ccc2c(c1)OCO2
  i, 0.87
- O=C(CCc1nnc(CCCCc2ccccc2)o1)NCc1cccc(F)c1
  i, -1.1
- CCCCNC(=O)CN1CCC2(O)CCCCC2C1c1ccccc1OC (stereo not given)
  i, 1.2
- CNS(=O)(=O)c1cccc(C(=O)NCC(c2ccco2)N(C)C)c1 (stereo not given)
  i, 1.6
- CCOC(=O)C(NC(=O)NCc1ccc(F)cc1)(OCC)C(F)(F)F (stereo not given)
  i, -1.4
- CC(=O)N(CCc1cccc(C)c1)Cc1cc2ccc(C)cc2[nH]c1=O
  i, -1.9
- O=S(=O)(Nc1nc(-c2ccccc2)cs1)c1cccc(C(F)(F)F)c1
  -7.7*, 1.6
- Cc1nc2ccccn2c1C(=O)N/N=C/c1ccc2c(c1)OCO2
  i, 0.4
- OC1(c2ccc3c(c2)OCO3)CCN(Cc2ccc(F)cc2)CC1
  i, -4.5*
- COCCNC(=O)CC(NS(=O)(=O)c1ccc(C)cc1)c1ccco1 (stereo not given)
  i, /
- COc1ccc(-c2cc(C(=O)NCc3ccccc3)no2)cc1OC
  i, 1.8
- N/C(CN1CCCC1=O)=N\OC(=O)c1ccc(Cl)c(Cl)c1
  i, 0.17
- COc1ccc(CCNC(=O)c2ccc(CS(=O)(=O)Cc3cccc(C)c3)o2)cc1OC
  i, -0.08
- Cc1cc(C)cc(C(=O)Nn2cnnc2)c1
  i, -1.6
- N#CC(c1ccccn1)(c1ncc(C(F)(F)F)cc1Cl)N1CCOCC1 (stereo not given)
  i, 0.63
- O=C(CCS(=O)(=O)c1ccccc1)Nc1ccc(Cl)cn1
  i, -0.1
- CC(C)c1ccc(N2C(=O)CC(NNC(=O)c3ccccc3Cl)C2=O)cc1 (stereo not given)
  i, -0.01
- COc1ccc(C(=O)c2c(-c3cccc(C)c3)oc3ccc(N4CCOCC4)cc23)cn1
  i, 0.97
- Cc1c(Cl)cccc1NC(=O)CSc1nnc(CCNC(=O)OC(C)(C)C)o1
  i, -1.9
- CC(C)CCNC(=O)c1cc(-c2cccs2)nc2ccccc12
  i, -0.24
- COC(=O)c1ccc(NC(=O)C2CCN(S(C)(=O)=O)CC2)cc1
  i, 1.3
- O=C(CNC(=O)C1COc2ccccc2O1)N/N=C/c1ccc(O)cc1O (stereo not given)
  i, -0.04
- O=C(c1cc([N+](=O)[O-])ccc1N1CCOCC1)N1CCOCC1
  i, 0.15
- COc1cccc(C2=NOC(C(=O)Nc3ccc4c(c3)OCO4)C2)c1 (stereo not given)
  i, 0.43
- O=C(CN1C(=O)NC2(CCCCCC2)C1=O)NCc1cccs1
  i, 1
- CCCC(=O)OCCNC(=O)c1cc2ccccc2oc1=O
  i, -1.3
- O=C(N/N=C/c1ccc[nH]1)c1ccccc1O
  i, -0.06
- Cc1ccccc1N(CC(=O)NC1CCCC1)C(=O)C1(C)CC(=O)N=C2C=CC=CN21 (stereo not given)
  i, -0.25
- CCOC(=O)C1CCN(C(C(=O)Nc2ccc3c(c2)OCCO3)c2ccccc2)CC1 (stereo not given)
  i, 0.9
- Cc1ccc(N2C(=O)C(NC(=O)c3ccccc3)(C(F)(F)F)C3=C2CC(C)(C)CC3=O)cc1 (stereo not given)
  i, -0.1
- Cc1c(CC(=O)NC(C)C)c(=O)oc2cc3c(cc12)CCC(C)(C)O3
  i, -0.06
- Cn1nc(C(=O)Nc2ccccc2)c2c1-c1ccccc1S(=O)(=O)C2
  i, -0.42
- O=C(CCCOc1ccccc1)NC1CCCc2ccccc21 (stereo not given)
  i, 1.2
- CC(=O)N1c2ccc(S(=O)(=O)N3CCC(C(=O)Nc4ccc(C)cn4)CC3)cc2CC1C (stereo not given)
  i, -3.5

(more compounds)
Value order – CHT block, Kir21 inh
- O=C(CSc1nnc(-c2ccc(F)cc2)n1CC1CCCO1)NCc1ccco1 (stereo not given)
  i, -0.82
- COc1ccc(-c2nc(CSCC(=O)NCCCN3CCCC3=O)c(C)o2)cc1
  i, 0
- Cc1cnn(C(=S)NCCc2ccccc2)c1
  i, 0.62
- COc1ccc(C(C(=O)NC2CCCC2)N(C(=O)c2ccco2)c2ccc(OC)c(OC)c2)cc1 (stereo not given)
  i, 3.1
- O=C(CCCNC(=O)/C(=C\c1ccc(F)cc1)NC(=O)c1ccccc1)OCc1ccccc1
  i, 0.42
- COc1ccc(NC(=O)C2CCN(C(=O)NC3CCCCC3)CC2)c(OC)c1
  i, 2.6
- O=C(NCc1cccnc1)c1cccc(S(=O)(=O)NCc2ccccc2)c1
  i, -1.2
- CS(=O)(=O)c1ccc2nc(NC(=O)C3CC(=O)N(c4ccc(F)cc4)C3)sc2c1 (stereo not given)
  i, -0.37
- CCn1c(COc2ccccc2)nnc1SCC(=O)NC1CC1
  i, -1.2
- COC(=O)COc1ccc(/C=C2\SC(=O)N(CC(=O)Nc3ccccc3F)C2=O)cc1
  i, -0.7
- CCCc1cc(C(=O)N2CCCC(C(=O)c3cccc4ccccc34)C2)n(C)n1 (stereo not given)
  i, -0.66
- CN(CC(=O)Nc1ccc(N2CCOCC2)cc1)CC(=O)Nc1cccc(C#N)c1
  i, 0.82
- C[C@@H](C(=O)Nc1ccc2ccccc2c1)[C@@H]1C[C@@]1(C)[C@@H](N)c1ccccc1
  i, -2.3
- Cc1ccc(C(=O)Nc2nc3ccc(S(C)(=O)=O)cc3s2)cc1C
  i, -2.2
- COc1ccccc1C(=O)C1CCCN(C(=O)c2cc(C(C)C)no2)C1 (stereo not given)
  i, -0.5
- O=C(NC(=S)Nc1cccc(Cl)c1N1CCCCC1)c1ccco1
  i, 0.41
- Clc1ccc(/C=N/NC2=Nc3cccc4cccc2c34)cc1
  i, 1.1
- Cc1ccc(S(=O)(=O)NC(=O)Nc2nnc(C)s2)cc1
  i, -0.35
- Cc1ccnc2nc(NC(=O)c3ccco3)nn12
  i, 0.56
- N#CCc1ccc(OC(=O)Nc2ccccc2)cc1
  i, -0.31
- COc1cc(NC(=O)c2cccs2)c(OC)cc1NC(=O)c1ccco1
  i, -0.02
- COc1ccc(C(=O)NCC(=O)N/N=C/c2cccnc2)cc1OC
  i, 0.51
- CN1CCc2ccccc2C1Cc1ccccc1NC(=O)c1sc2ccccc2c1Cl (stereo not given)
  i, 0.37
- CCOC(=O)c1ccccc1NC(=O)CC(C)CC(=O)O (stereo not given)
  i, 0.73
- O=C(NNC(=O)C1CCCO1)c1ccc([N+](=O)[O-])cc1 (stereo not given)
  i, 1.3
- O=C(COC(=O)c1cc(=O)[nH]c(=O)[nH]1)Nc1cccc(S(=O)(=O)N2CCCCC2)c1
  i, 0.95
- CC(NCc1ccc(F)cc1)C(=O)NC1CCCCC1 (stereo not given)
  i, 0.33
- COc1cc(OC)c(N(C)S(=O)(=O)c2cccc(C(=O)OCC(=O)c3c[nH]c4ccccc34)c2)cc1Cl
  i, -0.86
- Cc1cc(C)cc(OCC(=O)NNC(=O)CN2C(=O)c3ccccc3C2=O)c1
  i, /
- O=C(Cc1ccc(F)cc1)Nc1ccc2[nH]ncc2c1
  i, -0.4

Record cards, as listed above. Screens in order: CHT block	Kir21 inh
CC(NCc1ccc(F)cc1)C(=O)NC1CCCCC1 (stereo not given) is entered as i	0.33
COc1ccc(C(=O)NCC(=O)N/N=C/c2cccnc2)cc1OC is entered as i	0.51
O=C(COC(=O)c1cc(=O)[nH]c(=O)[nH]1)Nc1cccc(S(=O)(=O)N2CCCCC2)c1 is entered as i	0.95
O=C(Cc1ccc(F)cc1)Nc1ccc2[nH]ncc2c1 is entered as i	-0.4

Remaining list, next part.
Value order – CHT block, Kir21 inh
- O=C(CN1C(=O)CCSc2ccc(S(=O)(=O)N3CCCC3)cc21)Nc1ccccc1Cl
  i, -0.43
- COc1ccc(O)c(C(=O)c2coc(=N)c(C(=O)Nc3ccc(SC(F)F)cc3)c2)c1
  i, -1
- O=C(Nc1c(F)c(F)c(F)c(F)c1F)NC1CCCCC1
  i, -0.27
- O=C(COC(=O)Cc1ccc(Cl)cc1)Nc1ccccc1F
  i, -0.4
- Cc1cc(S(=O)(=O)N2CCCCCC2)c(Cl)cc1Cl
  i, 0.99
- COc1ccc(NC(=O)C(=O)NCC(c2ccco2)N2CCc3ccccc3C2)cc1OC (stereo not given)
  i, -0.64
- O=C(CCNC(=O)Cn1ccc2ccccc2c1=O)NCCc1ccccc1Cl
  i, -1.2
- CC(C)CNC(=O)c1cccc(NC(=O)Cc2ccc(Cl)cc2)c1
  i, 0.38
- O=C(NCc1cccnc1)Nc1cccc(NC(=O)NCc2cccnc2)c1F
  i, 0.31
- O=C(Nc1cccc(Cl)c1N1CCOCC1)c1ccc([N+](=O)[O-])o1
  i, 2.3
- CCOC(=O)c1ccc(-c2ccc(C3Nc4ccccc4C(=O)N3O)o2)cc1 (stereo not given)
  i, -1
- COCc1cc(C)nc(SCc2ccc([N+](=O)[O-])cc2)c1C#N
  i, -0.16
- CC1(C)CC(=O)C=C(Nc2ccc(F)cc2)C1
  i, -2.3
- COc1cc(C(=O)N(CCc2ccccc2)C2CC3CCC(C2)N3C)cc(OC)c1OC (stereo not given)
  i, 0.36
- CCc1c(O)nc(SCC(=O)Nc2ccc(C)cc2)n(C2CCCCC2)c1=O
  i, 0.09
- COc1ccc(CCNC(=O)CCc2cn(C)c3ccccc23)c(OC)c1
  i, -1.3
- CCOc1ccc(N2CC(C(=O)Nc3nnc(Cc4ccccc4)s3)CC2=O)cc1 (stereo not given)
  i, -0.08
- O=C(CCNC(=O)c1ccco1)Nc1cccc(Br)c1
  i, -1.3
- COc1cccc(CNC(=O)c2ccc(CS(=O)(=O)Cc3ccccc3C)o2)c1
  i, -1.1
- COc1ccc2c(c1)C(=NNc1ccc(C(=O)O)cc1)c1cc(OC)ccc1-2
  i, 1.8
- COc1ccc(C(=O)Nc2ccc(S(=O)(=O)Nc3cnc4ccccc4n3)cc2)cc1
  i, -0.54
- CC1CN(C(=O)CCCN2C(=O)c3ccccc3C2=O)CC(C)O1 (stereo not given)
  i, 0.64
- CCS(=O)(=O)CCSC1OC(COC(C)=O)C(OC(C)=O)C(OC(C)=O)C1OC(C)=O (stereo not given)
  i, 0.88
- C=CCNC(=S)N/N=C/c1ccc(-c2ccc(Cl)cc2Cl)o1
  i, -0.57
- CC(C)n1c(SCC(=O)N2c3ccccc3Sc3ccccc32)nc2c1c(=O)n(C)c(=O)n2C
  /, 0.93
- COc1ccc(Cn2nnc(C(=O)Nc3ccc(F)cc3)c2N)cc1
  i, -0.54
- COc1cc(/C=C/C(=O)OCC(=O)Nc2oc(C)c3c(C)n[nH]c(=O)c23)ccc1OC(F)F
  i, 0.01
- COC(=O)c1ccc2c(c1)NC(=O)C1CCCN21 (stereo not given)
  i, 0.6
- Cn1ccc(C(=O)OCC(=O)Nc2ccccc2Cl)n1
  /, -0.67
- CC(=O)Nc1nc(SCCCc2ccccc2)n[nH]1
  i, 0.13
- CC(=O)c1ccc(NC(=O)Nc2sc(NS(=O)(=O)c3ccccc3)nc2C)cc1
  i, -0.55
- Cc1cccc2sc(NC(=O)CN(C)S(=O)(=O)c3ccc(Br)s3)nc12
  i, 0.95
- CC(C)(C)n1nnnc1C(c1ccc(Cl)cc1)N(Cc1cccnc1)Cc1ccco1 (stereo not given)
  i, -1.3
- CC(=NC1CC1)c1c(-c2ccccc2)[nH]n(-c2nc3ccccc3s2)c1=O
  i, 0.15
- O=C(O)c1ccc(CS(=O)(=O)c2cccc(C(F)(F)F)c2)o1
  i, -2.6
- Fc1cccc(NCCc2c[nH]c3ccccc23)n1
  i, 0.99
